From PubChem
Runt-CBFb FRET: inhibitors of RUNX1 Runt–CBFb binding, primary screen, biochemical, FRET, Cerulean-Runt, Venus-CBFb, uHTS; inhibition, % at 20 µM; AID 1496, 2009; Runt-related transcription factor 1 (Homo sapiens) + Core-binding factor subunit beta …; hit rate 0.46% among 220,000; Cerulean-Runt/Venus-CBFb FRET ratio 530/480, 1 h;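 active means inhibition over about 50% at 20 µM in the single-dose screen, limit read from the data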;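 further: 0% = DMSO wells and 100% = excess unlabeled CBFb competitor control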
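Buffer or medium: Tris pH 7.5 buffer with BSA. Assay system: Cerulean-labeled Runt domain protein. Amount: each fluorescent fusion protein 100 nM. Read-out basis: loss of energy transfer signal. Incubation: 1 h compound exposure, room temperature. Probe or stimulus: Venus-CBFb binding partner, 100 nM. Detection: FRET, excitation 422 nm, emission at 530 and 480 nm.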
Furin inhibitor: human furin inhibitors, primary screen, biochemical, fluorescence intensity; P09958; purified furin, fluorogenic substrate cleavage; inhibition, % at 30 µM; hit rate 0.061% among 220,000; AID 463115, 2010; in the data active means inhibition above about 25%; further: inactives centre near -15
p47phox inh: p47phox/p22phox peptide binding inhibitors, primary screen, biochemical, uHTS, NADPH oxidase regulatory subunit; Neutrophil cytosol factor 1 (Homo sapiens), P14598; fluorescence polarization, 2 h; inhibition, % at 24.7 µM; hit rate 0.53% among 220,000;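 active means inhibition above about 30%, limit read from the data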;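 further: 0% = p47phox with labelled peptide and 100% = labelled peptide alone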
Target sequence (P14598 whole entry, looked up): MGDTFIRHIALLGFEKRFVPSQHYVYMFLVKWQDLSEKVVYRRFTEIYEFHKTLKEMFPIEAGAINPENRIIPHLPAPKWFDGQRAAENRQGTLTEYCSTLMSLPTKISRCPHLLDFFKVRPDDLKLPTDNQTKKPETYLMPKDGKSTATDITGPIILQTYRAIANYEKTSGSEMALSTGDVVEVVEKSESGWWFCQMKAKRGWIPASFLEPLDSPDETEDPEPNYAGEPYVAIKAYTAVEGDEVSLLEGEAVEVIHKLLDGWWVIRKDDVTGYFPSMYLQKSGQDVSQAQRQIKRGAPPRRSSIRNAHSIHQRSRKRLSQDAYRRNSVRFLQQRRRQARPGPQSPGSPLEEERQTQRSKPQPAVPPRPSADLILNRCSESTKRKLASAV
TbHK1 inh: Trypanosoma brucei hexokinase 1 inhibitors, primary screen, biochemical, G6PDH-coupled NADH absorbance, MLSCN library; hexokinase 1 [Trypanosoma brucei]; recombinant TbHK1, G6PDH-coupled NADH A340; inhibition, % at 10 µM; hit rate 0.11% among 220,000; AID 1430, 2008;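 active means inhibition of 50% or more in the single-dose primary screen; inactive means inhibition below 50%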
Runt-SMMHC FRET: inhibitors of RUNX1 Runt–CBFb-SMMHC binding, primary screen, biochemical, FRET, Cerulean-Runt, Venus-CBFb-SMMHC, uHTS | Runt-related transcription factor 1 (Homo sapiens) + Core-binding factor subunit beta … | hit rate 0.74% among 220,000 | Cerulean-Runt/Venus-CBFb-SMMHC FRET ratio 530/480, 1 h | inhibition, % at 20 µM;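 active means mean inhibition across duplicate retests at 20 µM reaching about 50%, limit read from the data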;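 further: 0% = DMSO wells and 100% = wells with excess untagged CBFb-SMMHC; inhibitors lower the FRET ratio by blocking Runt binding to CBFb-SMMHC; some results filed as inactive read as strong as hits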
EBV gp42 inh: Epstein-Barr virus gp42 inhibitors, primary screen, biochemical, uHTS, fluorescence polarization; hit rate 0.42% among 220,000; inhibition, % (tested at 21.74 µM); Fluorescence polarization binding assay, mP read-out; in the data active means inhibition above about 50%
Target sequence (Q1HVG2 whole entry, looked up): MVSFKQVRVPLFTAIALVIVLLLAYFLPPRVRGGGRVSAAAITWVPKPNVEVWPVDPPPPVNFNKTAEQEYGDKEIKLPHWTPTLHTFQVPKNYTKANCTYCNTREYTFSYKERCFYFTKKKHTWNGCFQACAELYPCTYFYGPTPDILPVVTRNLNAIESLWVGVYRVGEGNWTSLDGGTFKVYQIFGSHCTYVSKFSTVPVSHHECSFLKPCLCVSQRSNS
Calpain2 inh: inhibitors of pig calpain II, primary screen, biochemical, fluorogenic peptide substrate, 1536-well. purified calpain II, 30 min. inhibition, % at 16 µM. hit rate 0.37% among 220,000. AID 1236, 2008;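 active means inhibition above about 50%, limit read from the data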
p97 inhibitor: inhibitors of human p97 ATPase, primary screen, biochemical; inhibition, % at 8 µM; Transitional endoplasmic reticulum ATPase (Homo sapiens), P55072; AID 1481, 2009; hit rate 0.42% among 220,000; recombinant p97 ATPase, Kinase-Glo ATP luminescence, 3 h; in the data active means inhibition above about 15%;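 further: 0% = DMSO vehicle and 100% = wells lacking enzyme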
RBBP9 inhibitor: human RBBP9 inhibitors, primary screen, biochemical, fluorescence polarization, FP-Rh probe, HTS | AID 1515, 2009 | inhibition, % at 7.94 µM | hit rate 0.2% among 220,000 | recombinant RBBP9;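 active means inhibition above the campaign mean of all tested compounds plus 3 SD, cut at about 14% in these data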;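 further: plate controls were DMSO wells with RBBP9 for no effect and wells lacking RBBP9 protein for full effect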
Target sequence (O75884 whole entry, looked up): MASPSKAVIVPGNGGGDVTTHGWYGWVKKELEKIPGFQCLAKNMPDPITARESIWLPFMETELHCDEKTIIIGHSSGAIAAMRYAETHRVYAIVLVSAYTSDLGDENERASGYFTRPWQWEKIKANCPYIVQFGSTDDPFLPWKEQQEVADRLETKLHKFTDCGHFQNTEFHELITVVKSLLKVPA
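Test system: recombinant human RBBP9; Timing: 30 min then 45 min, 25 °C; Detection: fluorescence polarization; Control set: RBBP9 with DMSO as uninhibited control, no-protein wells as full inhibition; Compound dosing: one concentration, 7.94 µM nominal, 0.794% DMSO; Probe or stimulus: FP-Rh activity-based probe, 375 nM before mixing.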
The depositor's hits bear a star; i = inactive; x = no result given; [ ] = another dose, or the depositor's remark.

SMILES | Runt-CBFb FRET | Furin inhibitor | p47phox inh | TbHK1 inh | Runt-SMMHC FRET | EBV gp42 inh | Calpain2 inh | p97 inhibitor | RBBP9 inhibitor
Cc1cc(N2CCOCC2)cc(C)[n+]1[O-] | 4 | -20 | -1 | -5 | 6 | -5 | 6 | -6 | -8
COc1ccccc1CNC(=O)C1(NC(=O)Nc2ccc(C)cc2)CCCCC1 | 0 | -24 | -4 | -8 | 1 | -3 | 11 | 1 | -7
COc1ccccc1-c1noc(-c2cccnc2)n1 | 0 | -14[20 µM] | -18 | -3 | 2 | -5 | 13 | 0 | -4
Cc1ncc([N+](=O)[O-])n1CC(=O)NC1CCCCC1 | 0 | -8 | 3 | 21 | -3 | -15 | 5 | 4 | 5
Cc1ccc(-c2nn(-c3ccccc3)cc2CSC(=N)N)cc1 | -2 | -7 | 5 | 13 | 0 | -2 | 7 | 10 | -10
N#CCCN(C(=O)Nc1ccc(Cl)c(Cl)c1)c1ccccc1 | -3 | -6 | -4 | -2 | 1 | 2 | 9 | 2 | -5
C#CCNC(=O)C1=C[C@H](c2ccc(C(F)(F)F)cc2)C[C@H](OCc2ccc(CO)cc2)O1 | -2 | -15 | -10 | -5 | -3 | -1 | 10 | -2 | -10
CCN(Cc1ccncc1)Cc1nc(-c2ccc(C(=O)OC)cc2)no1 | -2 | -4 | -18 | 9 | -1 | 0 | 27 | 0 | -6
N/C(=N\OC(=O)c1csnn1)c1ccc(C(F)(F)F)cc1 | 8 | -5 | -14 | 0 | 0 | -13 | -21 | 5 | -5
COc1ccc(CCNC(=O)c2cc(-c3cc(Cl)ccc3O)n[nH]2)cc1OC | -4 | -21 | -29 | -12 | 2 | -5 | -2 | 6 | -11
O=C1NC(=O)C2(CCC(C(=O)O)C2)N1 (stereo not drawn) | -2 | -22[20 µM] | 5 | 1 | 0 | -10 | 20 | 3 | 3
O=C(N1CCCCC1)N1CCN(c2ccc(Cl)cc2)CC1 | 1 | -3[20 µM] | -4 | -2 | 0 | -10 | 5 | 1 | -1
COc1ccc(CCNC(=O)CNC(=O)Cn2ccc3ccccc3c2=O)cc1OC | 0 | -17 | -7 | -8 | 3 | -13 | -10 | 7 | -9
CC1=CC(C)(C)C(C(=O)O)C(C(=O)O)C1 (stereo not drawn) | -2 | -12 | 4 | 5 | -1 | -13 | -22 | 5 | -10
CCCc1cc(C(=O)N/N=C/c2ccc(CC)s2)c2ccccc2n1 | -1 | -10[20 µM] | -9 | 2 | 3 | -14 | -36 | 0 | -4
COc1ccccc1Nc1nc(-c2ccccc2)nc2ccccc12 | -2 | -18 | -13 | -3 | 3 | 8 | 8 | 4 | -5
Cc1ccc(CN2CCNC(=O)C2CC(=O)N2CCN(c3ncccn3)CC2)o1 (stereo not drawn) | 2 | -14 | -4 | -1 | -1 | 7 | -14 | 3 | -5
CS(=O)(=O)N(CC(=O)N1CCCCCC1)c1ccc(Br)cc1 | 0 | -10[20 µM] | -15 | 1 | 0 | -3 | -8 | 4 | -17
O=C(c1ccco1)N1CCN(S(=O)(=O)c2cccs2)CC1 | 2 | -13[20 µM] | -3 | 8 | -4 | -8 | -7 | 10 | -4
CCN1CN(Cc2ccccc2)CNC1=S | 0 | -16 | -10 | -1 | -3 | -8 | -2 | 7 | -4
CC(C)Nc1nc(NC(C)C)nc(N(C)C(N)=O)n1 | 6 | -33 | 0 | 3 | 1 | -17 | 10 | 8 | -3
S=C(NCCc1ccccc1)Nc1ccc(Cl)cc1 | 0 | -17 | -6 | 6 | 2 | -15 | -12 | 1 | -6
Cc1nc(SC2CC(=O)N(c3ccccc3)C2=O)nc2c1CCCC2 (stereo not drawn) | 3 | -8 | -11 | 1 | -2 | 8 | 38 | -2 | -4
O=C(O)CCc1nnc(SCC(=O)Nc2ccc(Cl)c(C(F)(F)F)c2)[nH]c1=O | 1 | -28 | -4 | 2 | -3 | -8 | -11 | 4 | -6
Cc1cc(=O)oc2cc3c(cc12)OCCN3 | 10 | -273 | -7 | -21 | 44 | -22 | i | 0 | -8

The listing continues.
SMILES | Runt-CBFb FRET | Furin inhibitor | p47phox inh | TbHK1 inh | Runt-SMMHC FRET | EBV gp42 inh | Calpain2 inh | p97 inhibitor | RBBP9 inhibitor
CCN(CC)S(=O)(=O)c1ccc(OC)nc1 | 0 | -24[20 µM] | -10 | -1 | -1 | -10 | 8 | 1 | 2
COCCCNC(=O)Cn1cc(/C=C(\C#N)C(=O)N2CCN(c3ccccc3)CC2)c2ccccc21 | -3 | -3 | -3 | -23 | -2 | 10 | -13 | -7 | -7
Cn1c(=O)cc(OCCCC(=O)Nc2ccc3c(c2)OCCO3)c2ccccc21 | -4 | -22[20 µM] | 1 | 5 | 10 | -13 | -8 | 2 | -7
CNC(=O)n1ccc(C(=O)N2CCCCC2)n1 | -1 | -11[20 µM] | -8 | -1 | 0 | 6 | -21 | 1 | -9
Cc1cccc(C)c1NC(=O)CN1CCNCC1 | 3 | -4[20 µM] | -11 | 0 | 2 | -3 | -13 | -2 | -2
O=C1NC(=Nc2ccccc2)S/C1=C\c1cccn1-c1ccccc1 | 4 | -1[20 µM] | -23 | -19 | -7 | -11 | 0 | -7 | -14
COc1ccc(NC(=S)N2CCN(C/C=C/c3ccccc3)CC2)cc1OC | -5 | -15 | -7 | -4 | 1 | -13 | -2 | -1 | -3
CCCNC(=O)OC[C@H]1O[C@H](CCO/N=C(\C)CCN2CCc3nc(-c4ccccc4)c(-c4ccccc4)cc3C2)C=C[C@@H]1Oc1ccc(OC)cc1 | -6 | -15 | -56 | -4 | -3 | -32 | -17 | 4 | -7
COc1ccc(NC(=O)NCc2ccncc2)cc1 | x | -21[20 µM] | -7 | -8 | 2 | -28 | 14 | 2 | 4
COc1ccc(NC(=O)C(=O)NCCN2CCN(C(=O)C(c3ccccc3)c3ccccc3)CC2)cc1 | -8 | -11[20 µM] | -9 | -7 | 0 | 5 | -38 | 0 | -3
Cc1ccc(NC(=O)Nc2ccccc2C(N)=O)cc1 | -1 | -7 | -1 | -6 | -1 | -7 | -28 | -5 | -12
COc1ccc(CCN(Cc2cccs2)S(=O)(=O)c2ccc(S(=O)(=O)N3CCC(C)CC3)cc2)cc1OC | -3 | -24 | -4 | 9 | 0 | 0 | -13 | 4 | 0
COC(=O)C/C(C)=N/Nc1ccc(S(=O)(=O)N2CCCC2)cc1[N+](=O)[O-] | 0 | -11 | 8 | -5 | -5 | -20 | 29 | 7 | 2
COCCN(C(=O)CC1C(=O)NCCN1Cc1ccc(-c2ccccc2)cc1)C(C)C (stereo not drawn) | -5 | -18 | -3 | -14 | -1 | -7 | -27 | -3 | 5
COc1ccc(CCNc2oc(COc3ccccc3Cl)nc2C#N)cc1OC | x | -7 | -15 | -5 | 14 | 0 | 10 | -8 | -7
COc1cc(C2Nc3ccccc3C(=O)N2c2ccc3c(c2)OCCO3)ccc1OCC(C)C (stereo not drawn) | -2 | -20[20 µM] | -17 | -14 | 3 | 3 | -77 | -2 | -7
CCOc1cc2[nH]c(=O)n(Cc3ccc(C(=O)NCCOC)cc3)c(=O)c2cc1OCC | x | -26 | -11 | -3 | -3 | -13 | -23 | 2 | -4
Cc1cc(C)c2nc(-c3ccccn3)cc(C(=O)Nn3cnnc3)c2c1 | 1 | -28 | 1 | -9 | 7 | 3 | -75 | 1 | -5
CC1CCCCN1S(=O)(=O)c1ccccc1[N+](=O)[O-] (stereo not drawn) | -4 | -1 | -8 | 3 | 6 | -10 | -11 | 1 | -5
O=C(NCCN1CCN(Cc2ccc([N+](=O)[O-])cc2)CC1)C(=O)Nc1ccccc1 | -2 | 0[20 µM] | -18 | -5 | -1 | 0 | -31 | 3 | 11
COc1ccc(N=CC2=C(O)c3ccccc3C2=O)cc1 | 1 | -17[20 µM] | -3 | -12 | 1 | -20 | 16 | -6 | 7
O=C(CNC(=O)c1ccco1)NCC(=O)OCc1ccccc1Br | 4 | -17[20 µM] | 0 | -2 | 0 | -23 | 20 | 5 | -5
COc1ccc(-n2nc([N+](=O)[O-])c(=NCc3cccnc3)n2O)cc1 | -1 | -4 | -6 | 23 | 0 | -14 | 8 | 3 | -3
OC1CNCc2cc3c(cc21)OCCO3 (stereo not drawn) | 1 | -16[20 µM] | -10 | 2 | -3 | -4 | -28 | 2 | -3
CCOC(=O)CCc1c(C)c2ccc(OCc3nn[nH]n3)c(C)c2oc1=O | -2 | -63 | 2 | 10 | 1 | -18 | -348 | 4 | -3

New compounds follow.
SMILES | Runt-CBFb FRET | Furin inhibitor | p47phox inh | TbHK1 inh | Runt-SMMHC FRET | EBV gp42 inh | Calpain2 inh | p97 inhibitor | RBBP9 inhibitor
O=C(COC(=O)CSc1cccc2cccc(Cl)c12)Nc1ncc(C(F)(F)F)cc1Cl | -4 | -9 | -42 | 11 | -6 | -4 | 12 | -4 | -5
COCCNC(=O)/C(C#N)=C/c1ccc(OCC(=O)NC2CCCCC2)cc1 | 0 | -6 | 5 | -39 | 19 | 7 | 29 | -5 | -9
Cc1ccccc1C(=O)O/N=C(\c1ccccc1)c1ccccn1 | 1 | -18 | -5 | -6 | 4 | -26 | 17 | 0 | 3
Cc1c(CCO)c(=O)n(-c2ccccc2)n1S(=O)(=O)c1ccc(Cl)cc1 | 0 | -12[20 µM] | -3 | -5 | -3 | -1 | -2 | 0 | 0
CCOC(=O)C1CCN(c2ncnc3c2oc2ccc(Cl)cc23)CC1 | -14 | -13 | -3 | -27 | -1 | 3 | -53 | -7 | -1
CCOc1ccc(S(=O)(=O)n2nnc3ccccc32)cc1C(C)C | 4 | -18[20 µM] | 6 | 3 | -1 | -8 | 9 | 4 | -5
CCOc1ccc(-c2nnc3ccc(SCC(=O)NCc4ccco4)nn23)cc1 | 6 | -22 | -23 | -4 | 5 | -12 | -30 | 0 | -5
Cc1nn(-c2cc(N3CCCCC3)ccc2[N+](=O)[O-])c(=O)c2ccccc12 | -3 | -13[20 µM] | -8 | -4 | 0 | -9 | 6 | -6 | 1
CCn1nc(C(=O)Nc2cccc3ccccc23)c(Cl)c1Cl | -1 | -13[20 µM] | 0 | 1 | -7 | 4 | 18 | -6 | -9

For reference, part of the list above.
SMILES | Runt-CBFb FRET | Furin inhibitor | p47phox inh | TbHK1 inh | Runt-SMMHC FRET | EBV gp42 inh | Calpain2 inh | p97 inhibitor | RBBP9 inhibitor
Cc1c(CCO)c(=O)n(-c2ccccc2)n1S(=O)(=O)c1ccc(Cl)cc1 | 0 | -12[20 µM] | -3 | -5 | -3 | -1 | -2 | 0 | 0
CCOC(=O)C1CCN(c2ncnc3c2oc2ccc(Cl)cc23)CC1 | -14 | -13 | -3 | -27 | -1 | 3 | -53 | -7 | -1
CCOc1ccc(S(=O)(=O)n2nnc3ccccc32)cc1C(C)C | 4 | -18[20 µM] | 6 | 3 | -1 | -8 | 9 | 4 | -5
CCOc1ccc(-c2nnc3ccc(SCC(=O)NCc4ccco4)nn23)cc1 | 6 | -22 | -23 | -4 | 5 | -12 | -30 | 0 | -5
